Compound activity (PubChem BioAssay)
Dynein transport – dynein cargo transport inhibition | 3617.4 mouse cells, GR-EGFP nuclear translocation imaging; test concentration mostly 20 µM; stimulated with dexamethasone, 1 µM; stronger effect = lower value | z-score, hits read low | 220,000 compounds, 0.47% hits;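 active = plate z-score of nuclear minus cytoplasmic receptor signal below a set negative limit, without overly bright fluorescence or cell loss, cut at about -3.5 in these data, passing the limit was not always enough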;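 note: z-score of nuclear minus cytoplasmic ring GR-EGFP intensity difference per well; some compounds called inactive have numbers as strong as hits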
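Buffer or medium: tet-free, stripped-serum medium; reagent: dexamethasone at 1.0 µM final, 30 min; incubation: 48 h induction, 1 h compound, 30 min dex at 37 °C; measured by: formaldehyde fixation, Hoechst nuclear stain, 10x automated fluorescence imaging; read-out: nuclear-to-cytoplasmic GR-EGFP distribution per well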
Insulin prom up – MIN6 insulin promoter up-regulation; AID 1625; MIN6 insulin promoter-GFP reporter, high-content imaging; stronger effect = higher value; z-score at 5 µM; 190,000 compounds, 0.3% hits;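 active = z-score above 3 at 5 µM with at least 500 cells counted in the well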
WT yeast gro inh – growth inhibition of WT yeast, mitochondrial fusion screen; mitochondrial fusion phenotypic screen, WT strain; 190,000 compounds, 2.1% hits; inhibition, % at 10 µM; in the data active = inhibition above about 58%; tested in S. cerevisiae
AID2073 – inhibitors of Mint1-CaV2.2 protein interaction, biochemical, HTRF (AID 2073). 290,000 compounds, 0.19% hits. one-dose inhibition, % at 20 µM; IC50 in µM for titrated hits. HTRF protein-protein interaction, Mint1-CaV2.2; higher % means a stronger effect; in the data active = inhibition mostly above about 51%, no sharp cut-off; note: some results filed as inactive read as strong as hits
HIV fusion peptide – inhibitors of HIV fusion peptide binding, primary screen, biochemical, uHTS, fluorescence dequenching (AID 1986). 290,000 compounds, 0.3% hits. inhibition, % at 20 µM, or IC50 in µM where a hit was titrated. cell-free peptide binding, fluorescence dequenching, 30 min; higher % means a stronger effect; in the data active = inhibition mostly above about 52%, no sharp cut-off; inactive = mostly below about 76%; note: some results filed as inactive read as strong as hits
Autophagy HCS – autophagy modulation, high-content screen. calls only at 10 µM (by protocol). MEF GFP-LC3 puncta imaging; test concentration mostly 10 µM. 190,000 compounds, 0.98% hits;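 active = percentage of spot-positive cells more than 3 SD above its plate mean, without a fluorescence outlier flag or 80% toxicity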;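 note: spot-positive cell cutoff set from DMSO-treated cells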
b-catenin transl – modulators of beta-catenin nuclear translocation | AID 1665 | 190,000 compounds, 0.3% hits | nuclear translocation activity, % at 5 µM | HeLa beta-catenin nuclear translocation, immunofluorescence imaging;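 active = nuclear translocation activity above 50% at 5 µM, with a well cell count of 50 or more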;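 note: per-cell ratio of nuclear to cytoplasmic median beta-catenin stain intensity; plate controls were DMSO negative control for no effect and GSK-3 inhibitor IX positive control for full effect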
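assay system = human HeLa cells, endogenous beta-catenin | times = compound treatment 24 h, 37°C, 5% CO2 | detection = Anti-beta-catenin immunofluorescence on PFA-fixed, Triton-permeabilized cells, DAPI nuclei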
MT stabilize HCS – microtubule stabilization, imaging screen; HeLa tubulin immunostaining HCS, 24 h; share of cells brighter than vehicle mean+2SD; % tubulin-high responders, % at 10 µM; 200,000 compounds, 0.83% hits; AID 2205;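 active = plate Z-score above 3 for both tubulin-high and condensed-nucleus cell shares, with cell loss under 80%, at 10 µM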;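 note: anti alpha tubulin signal scored within the nucleus-defined area of each cell; some results filed as inactive read as strong as hits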
Yfh1-off respiration – mitochondrial function rescue without frataxin homolog – Friedreich's ataxia, plus single-dose screen, dose response (AID 1465). S. cerevisiae Yfh1-off respiration, WST-1 reduction, 72 h; higher fold induction means a stronger effect. one-dose fold induction at 50 µM; EC50 in µM for titrated hits. 220,000 compounds, 0.074% hits;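 active = fold induction of absorbance versus untreated yeast above a set limit, then at least 30% activation at any dose in follow-up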;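 note: activators that raise dye reduction in frataxin-depleted yeast; strong numbers were not always called active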
WT yeast gro inh mutant strain – further read-out of WT yeast gro inh, marked with its call; inhibition, %; mitochondrial fusion phenotypic screen, mutant strain inhibition
Dynein transport cytoplasmic EGFP – further read-out of Dynein transport, marked with its call; z-score; measured here: cytoplasmic GR-EGFP intensity; stronger effect = higher value
Dynein transport nuclear GR-EGFP – second read-out of Dynein transport, no call of its own (marks repeat the call); z-score; measured here: nuclear GR-EGFP intensity;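 lower value marks the stronger effect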
Dynein transport cell count – second read-out of Dynein transport, no call of its own (marks repeat the call); z-score; measured here: cell count per field
Insulin prom up cell count – second read-out of Insulin prom up, no call of its own (marks repeat the call); cell count; measured here: cytotoxicity, nuclei count;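 total cells summed across four imaged fields per well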
b-catenin transl cell count 5 µM – further read-out of b-catenin transl, marked with its call; cell count; measured here: cell count, cytotoxicity flag
MT stabilize HCS Hoechst-high % – second read-out of MT stabilize HCS, no call of its own (marks repeat the call); % Hoechst-high responders; measured here: nuclear condensation Hoechst responders;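 share of cells brighter than vehicle mean plus two SD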
MT stabilize HCS cytotoxicity % – also measured in MT stabilize HCS; calls as there; toxicity, %; measured here: cytotoxicity by cell density;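 0% = mean cell density of plate MIN control wells and 100% = no cells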
Autophagy HCS cell loss 18 h – second read-out of Autophagy HCS, no call of its own (marks repeat the call); toxicity, %; measured here: cell loss, nuclei count;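 cell loss after 18 h compound exposure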
Active calls of the source: *; i = inactive; x = not tested or not shown; + = active, no number. The order is random, and some 4.2% of all compounds hit somewhere here.

SMILES	Dynein transport	Dynein transport cytoplasmic EGFP	Dynein transport nuclear GR-EGFP	Dynein transport cell count	Insulin prom up	Insulin prom up cell count	WT yeast gro inh	WT yeast gro inh mutant strain	AID2073	HIV fusion peptide	Autophagy HCS	Autophagy HCS cell loss 18 h	b-catenin transl	b-catenin transl cell count 5 µM	MT stabilize HCS	MT stabilize HCS Hoechst-high %	MT stabilize HCS cytotoxicity %	Yfh1-off respiration
COCCN(CCOC)S(=O)(=O)c1ccc(C(=O)Nc2ccc([N+](=O)[O-])cc2OC)cc1	-0.087	-0.12	-0.29	0.39	0.4	1433	5	-4	7%	-2.9%	i	4	0.6	985	10	1.6	8.9	i
C=CCSc1nnc2c(n1)OC=Nc1ccc(Br)cc1-2	-0.12	-0.2	0.3	0.66	0.36	1320	-4	-5	-5%	4.3%	i	20	x	x	4.9	3.5	4.6	i
Cc1c(C(=O)NCCCN2CCOCC2)oc2ccc(S(=O)(=O)N3CCOCC3)cc12	-1.3	-0.36	-0.7	1.6	-0.35	1318	-4	-5	-1%	0.8%	i	-5	-1.5	1200	2.4	2.1	6.3	i
CCc1cc2c(=O)n(C(C)C(=O)OC3CCCCC3)cnc2s1 (stereo not drawn)	-0.69	0.031	-0.08	0.26	-0.86	912	15	18	8%	-0.4%	i	-18	-0.6	1113	3.5	2.7	7.3	i
CCc1nnc(NC(=O)CCC(=O)NC2CCCc3ccccc32)s1 (stereo not drawn)	-0.78	-0.29	-0.62	0.78	0.63	1259	0	4	0%	4.2%	i	15	-0.1	952	2.4	2.8	7.0	i
Cc1cccc(N(C)S(=O)(=O)c2ccc3[nH]c(=O)c(=O)[nH]c3c2)c1	-0.12	-0.16	0.18	0.11	0.06	1664	-13	11	-11%	1.0%	i	-20	-1.1	1369	2.7	2.8	13	i
COc1cccc(-n2c(=O)c3c(C)c(C(=O)N(C)C)sc3n(CC(=O)NCCc3ccc(OC)c(OC)c3)c2=O)c1	-0.51	-0.31	-0.21	1.1	0.02	1277	9	24	69%	-0.9%	i	-1	-0.6	1080	2.0	2.9	2.2	i
CCOCCOc1nc(C)cc(C)c1S(=O)(=O)c1ccccc1C	-0.91	-0.19	-1.1	0.38	-0.95	1278	-15	-9	2%	0.0%	i	23	-2.3	1093	2.5	3.2	6.9	i
OCCN(/C=N/c1nc(-c2ccc(Br)cc2)cs1)CCO	-1	-0.25	-0.24	0.92	0.58	907	0	10	-4%	0.9%	i	-4	-5.6	1243	1.3	1.5	10	i
COc1cc(OC)cc(C(=O)NCCSc2c[nH]c3ccccc23)c1	0.045	-0.22	0.56	0.28	-1.3	977	x	x	-1%	0.0%	x	x	1.3	1269	x	x	x	x
Cc1cnc(C(=O)OCC(=O)N2CCN(C(=O)c3ccco3)CC2)cn1	0.4	-0.17	0.37	-0.15	-0.4	1084	5	-20	2%	-2.2%	i	-15	-1.8	940	2.1	2.0	13	i
O=C(NCCc1ccccc1)C(=O)NCC1OCCN1S(=O)(=O)c1ccc([N+](=O)[O-])cc1 (stereo not drawn)	-0.83	-0.067	-0.012	0.79	-0.76	1254	-6	12	19%	-0.5%	i	4	0.6	1107	3.1	4.0	11	i
CS(=O)(=O)N(CC(=O)Nc1ccccc1-c1ccccc1)c1cccc(F)c1	1.7	-0.087	0.75	-1.4	-1.2	1405	1	-11	-9%	-0.4%	i	4	0.6	1570	1.9	1.2	4.7	i
O=S(=O)(c1ccc(Cl)cc1)N1CCN(C2CCCCCC2)CC1	-0.52	-0.22	-0.34	0.6	0.34	1234	17	32	-5%	-2.9%	i	-6	5.0	1134	0.9	2.3	13	i
Cc1ccc(C(=O)NCCc2sc(C)nc2C)cc1	-0.52	-0.26	-0.45	0.28	0.24	1294	-14	3	-1%	-0.5%	i	9	-0.9	1066	2.4	1.4	9.5	i
O=C(CCc1nc2ccccc2[nH]1)NC1CCCCC1	-0.11	-0.23	0.27	0.73	-0.22	1162	13	-3	14%	-1.5%	i	16	1.7	928	3.2	2.9	8.3	i
O=C(/C=C/c1ccc[nH]1)c1ccccc1	0.041	-0.28	-0.53	-0.54	0.31	1298	1	-11	23%	40%	i	6	0.2	1097	3.2	1.6	5.2	i
COc1ccc(NC(=O)c2csc(Cc3ccc(Cl)cc3)n2)cc1	-0.24	-0.32	-0.11	0.84	0.09	1535	59*	4.0*	-1%	1.4%	i	2	-1.8	1028	2.4	2.2	3.9	i
Cc1cc(C)n(CCC(=O)N=Nc2c(O)[nH]c3ccc(Br)cc23)n1	0.44	-0.23	0.13	0.066	-0.51	1033	x	x	8%	-2.1%	x	x	1.1	1340	x	x	x	i
CN1CCc2c(sc3nc(SCC(=O)N4CCOCC4)nc(N)c23)C1	0.62	-0.17	0.6	0.43	0.62	1194	3	-8	-5%	1.6%	+	23*	1.1	961	4.0	1.7	3.9	i
Cc1ccnc(NC(=O)c2ccc(Cl)c(NC(=O)C(C)Oc3ccccc3)c2)c1 (stereo not drawn)	-0.013	-0.19	0.048	0.72	0.25	1486	66	72	-5%	1.7%	i	15	0.2	942	1.9	1.2	9.2	i
COc1cc(OC)c(-c2noc(C(=O)OC(C)(C)C)c2C(=O)OC(C)(C)C)c(OC)c1	1.1	-0.12	0.33	-1.2	0.91	1285	-11	0	9%	2.4%	i	-1	-1.3	590	1.9	4.0	7.7	i
CCn1ncc(Br)c1C(=O)Nc1sc2c(c1C(N)=O)CCC2	0.73	-0.13	0.33	-0.57	3.5*	1070*	14	-8	-7%	0.4%	i	0	-3.7	1141	1.7	1.6	8.2	i
O=C(Cc1ccccc1)Nc1cc(Cl)ccc1Sc1ccccc1	1.2	-0.2	0.28	-1.6	0.26	1355	4	4	1%	3.3%	i	33	x	x	3.4	1.9	6.1	i
COc1ccccc1-n1c(-c2cn(C)nc2C)n[nH]c1=S	0.66	-0.27	0.1	-0.98	0.37	1325	-10	-14	-13%	0.9%	i	2	-0.9	581	3.1	2.4	9.4	i

The last two entries of the section above lead into the next:
SMILES	Dynein transport	Dynein transport cytoplasmic EGFP	Dynein transport nuclear GR-EGFP	Dynein transport cell count	Insulin prom up	Insulin prom up cell count	WT yeast gro inh	WT yeast gro inh mutant strain	AID2073	HIV fusion peptide	Autophagy HCS	Autophagy HCS cell loss 18 h	b-catenin transl	b-catenin transl cell count 5 µM	MT stabilize HCS	MT stabilize HCS Hoechst-high %	MT stabilize HCS cytotoxicity %	Yfh1-off respiration
O=C(Cc1ccccc1)Nc1cc(Cl)ccc1Sc1ccccc1	1.2	-0.2	0.28	-1.6	0.26	1355	4	4	1%	3.3%	i	33	x	x	3.4	1.9	6.1	i
COc1ccccc1-n1c(-c2cn(C)nc2C)n[nH]c1=S	0.66	-0.27	0.1	-0.98	0.37	1325	-10	-14	-13%	0.9%	i	2	-0.9	581	3.1	2.4	9.4	i
CC(C)CC(NC(=O)c1ccc(C#CC(C)(C)O)s1)C(=O)O (stereo not drawn)	0.15	-0.32	0.11	0.79	-0.44	1498	-14	-7	-1%	0.8%	i	6	-2.4	1049	3.8	1.9	12	i
CC1CCN(S(=O)(=O)c2cccc(C(=O)NCc3ccco3)c2)CC1	1.1	-0.11	0.47	-0.4	-0.08	1231	-2	-2	4%	1.4%	i	-1	-1.1	1083	2.9	2.0	5.4	i
O=S(=O)(NCC1CCCO1)c1ccc(Br)s1 (stereo not drawn)	-0.48	-0.15	0.025	-1.3	0	1216	1	4	10%	3.8%	i	-13	-0.9	1141	2.5	1.5	5.2	i
CCNc1ccc(S(=O)(=O)N(C)C)cc1NCC(=O)Nc1c(F)cccc1F	-0.82	-0.24	-0.23	0.56	0.03	1353	-6	5	3%	-0.6%	i	-2	-1.1	1247	5.3	3.7	5.8	i
COC(=O)CS(=O)(=O)c1ccsc1C(=O)Nc1ccc(F)c(F)c1	-1.1	-0.23	-0.63	1.1	0.27	1438	-31	-1	-2%	0.9%	i	4	0.2	1117	3.5	1.7	1.2	i
OCc1cc(C(O)CNCCCCCCOCCCCc2ccccc2)ccc1O (stereo not drawn)	x	x	x	x	-0.01	1297	2	16	5%	-2.0%	x	x	-1.2	1099	x	x	x	i
Cc1csc(SCC(=O)N(C)CC(=O)Nc2ccc(F)cc2)n1	1.5	-0.32	0.84	-0.39	-0.58	1247	8	-9	1%	0.9%	i	-1	1.5	1067	2.6	1.5	18	i
CCOC(=O)C1=C(c2ccccc2)NC(N)=NC1c1ccc(OCc2ccc(Cl)cc2)c(OC)c1 (stereo not drawn)	-0.58	-0.24	-0.27	1.3	-3.4	739	x	x	23%	1.5%	x	x	2.1	1231	x	x	x	i
CCn1c(C)cc(=S)c2ccccc21	-0.91	-0.25	-0.59	-0.053	-1.1	1256	-4	-8	-28%	0.8%	i	3	x	x	4.3	2.0	4.0	i
CC(C)C(C)NC(=O)COc1ccc([N+](=O)[O-])cc1Cl (stereo not drawn)	0.61	-0.25	0.96	-0.2	0.12	1220	-8	-13	26%	0.1%	i	11	-3.4	567	5.0	2.7	8.6	i
CCOP(=O)(OCC)c1nc(-c2ccccc2Cl)oc1N1CCOCC1	0.87	-0.17	0.16	0.011	-0.52	1529	-27	-14	-2%	1.2%	i	1	-3.5	1051	1.9	3.1	8.9	i
CC(Sc1nnc2ccccn12)C(=O)N1CCc2ccccc2C1 (stereo not drawn)	0.12	0.069	-0.057	-0.18	x	x	-15	-21	-4%	2.1%	i	0	x	x	2.4	1.2	4.1	i
COc1ccc(NC2CC(=O)N(c3ccc(C(=O)O)cc3)C2=O)cc1 (stereo not drawn)	0.88	-0.14	0.45	-0.37	0	1619	5	-4	2%	1.8%	i	-11	-1.0	1062	2.0	1.3	5.9	i
